High-throughput results: PubChem, several laboratories
GSK3A inh: human GSK-3 alpha kinase inhibition; 0.1% of 320,000 active; inhibition, % at 10 µM; ADP-Glo luminescence, 60 min; AID 2650; P49840;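 in the data active means inhibition above about 50%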;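 further: GST-tagged GSK-3 alpha with peptide substrate and 25 µM ATP; 0% = DMSO neutral wells and 100% = GW8510 positive control wells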
Target sequence (P49840 whole entry, looked up): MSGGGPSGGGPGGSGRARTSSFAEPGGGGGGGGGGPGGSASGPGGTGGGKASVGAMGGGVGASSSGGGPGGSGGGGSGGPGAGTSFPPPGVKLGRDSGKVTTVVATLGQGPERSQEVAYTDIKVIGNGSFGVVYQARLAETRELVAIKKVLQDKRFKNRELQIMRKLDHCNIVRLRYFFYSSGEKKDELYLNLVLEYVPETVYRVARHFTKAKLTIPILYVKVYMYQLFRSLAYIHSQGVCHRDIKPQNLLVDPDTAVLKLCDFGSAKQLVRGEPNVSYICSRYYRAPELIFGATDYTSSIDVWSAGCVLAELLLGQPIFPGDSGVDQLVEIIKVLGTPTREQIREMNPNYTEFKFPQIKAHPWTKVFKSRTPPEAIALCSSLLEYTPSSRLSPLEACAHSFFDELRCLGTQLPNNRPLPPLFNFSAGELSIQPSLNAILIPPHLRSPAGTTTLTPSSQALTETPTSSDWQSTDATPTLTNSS
KLF5 inhibitor: suppresses KLF5 promoter-driven expression. DLD-1 KLF5 promoter-luciferase reporter, luminescence. inhibition, % at 5 µM. 0.23% of 290,000 active. AID 1700;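 active means inhibition above a per-plate limit of that plate's mean compound inhibition plus 3 SD, cut at about 60% in these data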;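 further: 0% = DMSO wells and 100% = LY294002 at 200 µM; higher means less KLF5 promoter-driven luciferase light; inactives centre near -14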
IEC-6 cytotox: IEC-6 cytotoxicity, counter-screen for KLF5 inhibitors | AID 1825 | inhibition, % at 5 µM | 0.78% of 290,000 active | luminescence viability; in the data active means inhibition above about 22%;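 further: 0% = plate median of test compound wells and 100% = cytotoxic reference compound wells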
AI-2 QS mod: Vibrio harveyi AI-2 quorum sensing modulation. Vibrio harveyi JMH597 AI-2 luminescence/OD600 ratio, 9 h; hits give low values; strain lacks LuxN and CqsS sensors; 0 = neutral-control median. activity change, % at 7.5 µM. 0.4% of 300,000 active; in the data active means activity change below about -75%, passing the limit was not always enough; inconclusive means no clear call, values can overlap the other calls;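 further: luminescence divided by OD600 gain over 9 h not by final OD600 alone; inactives centre near 13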
HSF1 inh: HSF1 inhibition; NIH3T3-HGL HSE-luciferase, MG132-induced, luminescence 8 h; hits give low values; activity change, negative = inhibition, % at 7.5 µM (by protocol); 0.77% of 300,000 active;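 active means more than half of replicate wells show activity change below -50%, luminescence cut by over half; inconclusive means some wells, but at most half, below -50%; inactive means no replicate well below -50%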;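 further: luciferase reports HSF-1 transcriptional activity via heat shock element; 0% = median of DMSO wells and -100% = zero luminescence signal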
GSK3beta inhib: human GSK3beta kinase inhibition. GST-GSK3beta kinase, ADP-Glo luminescence, 60 min; hits give low values. AID 2097. activity score (negative = inhibition), % at 10 µM. P49841. 0.038% of 300,000 active;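 active means more than half of replicate wells score below -50%, meaning over 50% inhibition versus plate controls; inconclusive means some replicates but at most half score below -50%; inactive means no replicate scores below -50%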;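 further: 0% = median DMSO wells and -100% = median GW8510 positive control wells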
Target sequence (P49841 whole entry, looked up): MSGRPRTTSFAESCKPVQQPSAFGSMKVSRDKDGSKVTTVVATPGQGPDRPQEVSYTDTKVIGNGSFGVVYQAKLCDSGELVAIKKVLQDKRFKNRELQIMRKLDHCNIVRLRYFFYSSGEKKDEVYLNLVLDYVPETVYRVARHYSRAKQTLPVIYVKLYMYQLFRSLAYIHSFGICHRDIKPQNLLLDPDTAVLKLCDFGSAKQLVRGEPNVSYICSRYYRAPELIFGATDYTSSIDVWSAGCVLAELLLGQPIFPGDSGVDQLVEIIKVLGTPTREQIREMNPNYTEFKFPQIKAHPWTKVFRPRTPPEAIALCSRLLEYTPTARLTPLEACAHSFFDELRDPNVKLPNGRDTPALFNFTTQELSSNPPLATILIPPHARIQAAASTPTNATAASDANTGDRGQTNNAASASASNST
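Assay system: GST-tagged human GSK3beta kinase, cell-free; Input: 1.6 ng GSK3beta; Medium: Tris/MgCl2 kinase buffer; Timing: 60 min enzyme reaction, room temperature; Signal: ADP-Glo luminescence quantifying ADP generated by kinase; Evaluation: score relative to plate controls; Benchmarks: DMSO neutral wells and GW8510 at 20 µM as positive.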
HSF1 activator: increases HSF-1 driven luciferase reporter signal; NIH3T3-HGL HSF-1 luciferase reporter, MG132, 8 h; 100% = twice DMSO control signal; activation, % at 9 µM; 1.7% of 300,000 active; AID 504408;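 active means mean replicate activation of at least 50% with a set share of replicates each reaching 50%; inconclusive means only one of those two conditions met; inactive means mean below 50% and too few replicates reaching it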;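 further: 0% = median of the neutral control wells and 100% = twice that signal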
HIF activator: HIF pathway transcriptional activation | U2OS HRE-luciferase reporter, luminescence; normalized: DMSO 0%, desferrioxamine 100% | activation, % at 7.5 µM (by protocol) | 0.32% of 300,000 active;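 active means mean activation of at least 10% of the iron chelator positive control signal, with at least half of replicates also reaching 10%; inconclusive means mean and replicate majority disagree about reaching 10%; inactive means mean and most replicates under 10%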
aSyn 5UTR inh: 5' untranslated region of α-synuclein, MLPCN primary screen; alpha-synuclein 5'UTR reporter, inhibitor activity; inhibition, % (tested at 7.5 µM); 0.82% of 300,000 active; in the data active means inhibition above about 60%; inconclusive means no clear call, values can overlap the other calls;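 further: H4 neuroglioblastoma cells stably carrying SNCA 5'UTR luciferase fusion; 0% = DMSO wells and 100% = positive control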
HSP90 refold inh: HSP90 refolding inhibition in rabbit reticulocyte lysate | luciferase refolding luminescence, 3 h | inhibition, % at 5.6 µM | 0.91% of 290,000 active | AID 1789;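 active means inhibition above the screen-wide mean plus 3 SD, computed separately per campaign, cut at about 16% in these data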;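 further: 0% = DMSO wells and 100% = 60 µM geldanamycin wells; inhibitors lower the luminescence because luciferase stays unfolded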
Active calls of the source: *; ? = inconclusive; · = not tested or not shown; & = joins results of further samples. Hits appear at their usual frequency; any-hit rate near 4.7%.

SMILES,GSK3A inh,KLF5 inhibitor,IEC-6 cytotox,AI-2 QS mod,HSF1 inh,GSK3beta inhib,HSF1 activator,HIF activator,aSyn 5UTR inh,HSP90 refold inh
CN(C)S(=O)(=O)c1ccc(S(=O)(=O)N2CCCC(C(=O)NC3CCCC3)C2)cc1 (stereo not drawn),0,6,2,11,-6,-1,11,0.0,-1,-2
Cc1ccc(S(=O)(=O)NC(C(=O)OCC(=O)NC2CCS(=O)(=O)C2)C(C)C)cc1 (stereo not drawn),·,15,-3,-4,1,-7,-5,-0.1,-9,-1
CCOc1cc(C(N)=O)cc(OCC)c1OCC,-2,16,5,14,-5,2,-18,-0.2,1,0
Cc1cc(NC(=O)COc2ccccc2)ccc1Cl,0,-68,-2,-44,10,3,8,0.8,-96,-2
COc1ccccc1OCC(=O)Nc1oc(-c2ccccc2)c(-c2ccccc2)c1C#N,0,-18,-5,·,·,·,·,·,·,-1
COCCNC(=O)c1cccc(NC(=O)C2=C(C)OCCS2)c1,2,-29,8,-13,-8,0,5,-22,-5,0
CCN(CC)c1ccc2c(c1)CCCN2,-4,-5,11,39,2,-2,1,-0.4,33,6
Cc1cc(N/N=C/c2ccncc2)nc2ccccc12,·,-33,5,1,12,-1,38,1.4,-137,0
CCOC(=O)Cn1nc(NC(=O)c2ccc3c(c2)OCO3)cc1C,-2,-45,1,32,-1,0,-2,3.7,-17,-4
CCOC(=O)NCCc1c(C)nc2c(c(C)nn2C(C)(C)C)c1C,-65,-5,6,31,-4,-3,16,-32,20,0
COc1c(S(=O)(=O)NCCCN2CCOCC2)ccc(Cl)c1Cl,-2,-6,7,-11,-1,5,17,-0.6,-11,3
CN(C)CCNc1nc2sc3c(c2c(=O)n1-c1ccccc1)CCCCC3,0,-21,-5,18,14,-1,50*,0.1,-7,0
CN(Cc1cn(C)nc1-c1cccc(Cl)c1)Cc1nccn1C,2,-27,-2,11,-2,4,-8,0.2,-5,2
O=C(NCc1ccccc1Cl)c1cccc(NC(=O)c2ccccc2)c1,-6,3,5,35,4,1,-2,0.5,10,0
O=c1[nH]c2ccc(S(=O)(=O)Nc3ccc(Cl)cc3)cc2[nH]1,-8,-16,-5,10,-4,-2,-7,-1.4,11,-3
Cc1csc(=O)n1CCC(=O)OCC(=O)c1c(N)n(C)c(=O)n(C)c1=O,-3,·,·,16,2,0,9,-0.3,-6,·
O=C(COc1cccc(Cl)c1)Nc1ccc2c(c1)CCC2,-1,-3,7,?,1,0,17,3.5,-38,-2
CCN1/C(=C2/SC(=S)N(C)C2=O)C=Cc2cc(C)ccc21,-1,·,·,17,-5,0,4,0.4,-68,·
O=C1COCCOCCOCCOCC(=O)NCCN1,1,5,-7,-4,-11,-2,-5,-0.1,13,-1
CCCN(CC1CC1)C(=O)COc1ccccc1C(=O)NCc1ccccc1,0,-27,6,7,1,-3,7,-1.1,14,4
Clc1ccccc1OCc1nn2c(-c3ccncc3)nnc2s1,-1,-3,-1,17,-12,0,-13,-0.1,-9,8
COc1ccc(OC)c(N2C(=O)CC(Cc3cc(C)cc(C)c3)C2=O)c1 (stereo not drawn),0,2,-8,8,8,-3,19,-0.3,11,-1
CC(C)CN1CCNC(=O)C1CC(=O)NCCc1cnn(-c2ccccc2)c1 (stereo not drawn),0,19,3,31,0,-5,-6,-0.2,1,2
O=C(CCl)Nc1cc(S(=O)(=O)N2CCCCCC2)ccc1Cl,-2,4,4,12,14,1,35,-0.7,-50,-3
COc1ccccc1S(=O)(=O)Cc1ccc(C(=O)NCCCN2CCN(c3ccc(F)cc3)CC2)o1,0,-1,0,40,0,-1,-19,-0.2,20,-2
Cc1noc(C)c1COC(=O)c1ccccc1Sc1ccccc1C#N,-4,2,-3,3,6,1,12,-0.4,11,4
O=C(C[n+]1ccc(-c2cc(C(=O)Nc3cccc(C(F)(F)F)c3)c3ccccc3n2)cc1)c1cccc([N+](=O)[O-])c1,-1,-19,2,34,2,-2,-5,-0.7,-18,-2
N#Cc1ccc(Oc2ccc(/C=N/O)cn2)cc1,-2,-63,0,-12,-1,4,-11,-0.1,-7,5
O=C(N/C(=C/c1cccc([N+](=O)[O-])c1)C(=O)N1CCCCC1)c1ccco1,-1,-5,0,0,-9,0,-12,-0.6,-5,3
Cc1ccccc1CS(=O)(=O)CCC(=O)NCc1ccc(F)cc1Cl,-1,-15,4,21,-1,-1,-4,0.1,21,-1
O=[N+]([O-])c1cccc(S(=O)(=O)c2cccc([N+](=O)[O-])c2)c1,-3,-21,0,13,-6,3,-11,-0.5,-8,-1
Cc1cccc(C(=O)Nc2nnc(C3=COCCO3)o2)c1,-1,4,5,31,0,0,-1,-0.2,4,-4
N/C(=N\OC(=O)c1ccc([N+](=O)[O-])cc1)c1ccc(Br)cc1,-2,-20,0,9,-2,0,27,1.6,-81,-1
Brc1ccc(C2=Nn3cnnc3SC2)cc1,1,-3,4,12,-5,1,-2,-0.3,17,5
O=C(Nc1ccnc(-c2cccnc2)n1)c1ccc(Cl)c(Cl)c1,·,-16,2,-1,-4,-25,7,0.1,-63,-2
COC(=O)[C@]1(CC(C)C)N[C@H](c2ccc(-c3cccc(Cl)c3)cc2)[C@@H]2C(=O)N(C)C(=O)[C@@H]21,-2,·,·,25,2,-1,0,-0.1,29,·
COC(=O)c1ccc(OC(=O)/C=C/c2ccco2)cc1,-1,-31,-6,1,16,3,12,-1.4,-1,0
O=C(CCCCCn1c(SCc2ccncc2)nc2ccccc2c1=O)NCc1ccco1,-1,-11,-3,17,4,-7,13,-0.1,19,-4
Cc1cccc(CC(=O)NC2CCCCCC2)c1,0,-20,2,16,4,-4,6,1.6,-37,-3
O=C(OCc1cc(=O)n2c(n1)sc1ccccc12)c1ccc(O)cc1O,-1,-13,0,46,2,2,-1,0.2,-28,5
Cc1cccc(/C=N/Nc2cc(N3CCOCC3)nc(N3CCOCC3)n2)c1,1,-16,24*,18,-4,-1,7,-0.6,-19,2
Cc1ccc(S(=O)(=O)N(CC(=O)Nc2cccnc2)c2cccc([N+](=O)[O-])c2)cc1,1,-16,9,27,12,2,6,0.9,-17,-3
CC1CCN(C(=O)Cn2c(=O)n(CCCC(=O)NCc3ccco3)c(=O)c3sccc32)CC1,0,-13,1,15,0,-2,5,0.1,4,-2
CC(=O)c1nc2ccccc2n1S(=O)(=O)c1ccc(C)cc1,·,-13,-9,5,-9,-2,3,0.3,14,1
CCN(CC)NC(=O)Nc1ccccc1,-2,-9,-3,11,4,0,11,0.3,-5,2
COc1cccc(/C=N/NC(=O)CNC(=O)c2ccco2)c1O,0,0,0,13,-3,3,-17,-0.2,-3,-2
CCNc1nc(NC(C)C)nc(Oc2ccc(/C=N/O)cc2)n1,3,15,-2,-9,-2,3,6,-2.2,35,-1
COc1cc(N=c2ssnc2Cl)cc(OC)c1OC,-1,3,2,36,-3,-1,-17,0.2,-20,9
CCOc1ccc(OCCOc2ncnc3ccccc23)cc1,-1,-31,1,7,13,1,24,0.6,-70,-1
O=C(CN1CCN(Cc2ccccc2)CC1)N1CCN(c2ccccc2)CC1,-2,-26,-4,17,-12,1,2,-0.1,-6,-1

Going on with the list:
SMILES,GSK3A inh,KLF5 inhibitor,IEC-6 cytotox,AI-2 QS mod,HSF1 inh,GSK3beta inhib,HSF1 activator,HIF activator,aSyn 5UTR inh,HSP90 refold inh
CCOc1ccc(Br)cc1S(=O)(=O)N1CC(C)OC(C)C1 (stereo not drawn),-3,-9,4,19,-3,3,-5,-1.4,19,0
Cc1ccc(NC(=O)c2ccc(OC(=O)c3ccco3)cc2)cc1,-1,-71,7,21,23,-5,37,2.3,-122,-2
CNC(=S)N1CCN=C1Nc1nc(C)cc(C)n1,0,-1,-2,16,-18,1,-18,0.0,-1,1
Cc1ccc(S(=O)(=O)Nc2ccc(O)c3cccnc23)cc1,-1,-10,-3,·,3,·,20,-1.6,20,2
O=C(CCCOc1ccc(Cl)cc1Cl)N/N=C/c1ccco1,-4,0,-3,25,7,3,25,-0.3,-7,-1
O=C(Nc1nc(-c2cccs2)c(-c2cccs2)s1)C1(c2ccccc2)CC1,-1,7,-2,12,1,-3,4,-0.9,-11,-3
Cc1cc(=O)oc2cc(OCCC[n+]3ccccc3)ccc12,-2,-15,1,5,-1,-1,-10,0.9,6,3
Cc1c(C(=O)Nc2nccs2)oc2c(Cl)cccc12,10,·,·,6,9,-4,4,1.3,-8,·
C/C=C/COC(=O)c1[nH]c2c(c1C)C(=O)CC(c1ccc(N(C)C)cc1)C2 (stereo not drawn),-1,-12,4,18,9,0,10,0.6,-15,-2
Cc1cc(C)cc(NC(=O)C2CCN(c3cnccn3)CC2)c1,-3,-5,0,14,-7,3,2,0.1,13,1
Cc1cc(N2CCCCC2)n2nc(C)c(-c3ccccc3)c2n1,0,-5,-1,20,1,3,6,0.8,-52,-2
OCC1(C2=NOC(O)(C(F)(F)F)C2)CCCCC1 (stereo not drawn),3,-14,2,16,-3,-4,-11,-0.3,0,2
COc1cccc(CNC(C)(C)CO)c1OCc1ccc(Cl)cc1,0,3,2,2,-11,-1,-8,-0.2,-19,-3
O=S(=O)(c1cccc2cccnc12)N1CCCCC1,-1,-8,9,20,-2,2,-12,-0.6,12,0
CC(C)n1nc(C(=O)N2CCN(S(=O)(=O)c3cccs3)CC2)c2ccccc2c1=O,0,-27,2,17,-9,3,-1,-2.5,12,-1
Oc1ccc(NC(=S)Nc2ccccc2)cc1,-2&-1,-25&-30,-3&0,25&-9,11&-2,-16&0,?,0.0&1.5,-20&-11,0&0
CCOC(=O)/C(C#N)=C\c1cn(C)c2ccccc12,-1,0,-4,13,0,1,11,0.2,-61,3
Cc1ccc2oc(=O)c3cnn(CC(=O)NCCN4CCOCC4)c3c2c1,3,-10,0,18,-4,-1,-2,-0.6,3,-7
COc1ccc(C(CNC(=O)COc2ccccc2-c2ccccc2)N2CCOCC2)cc1 (stereo not drawn),-1,4,6,34,3,5,6,-0.5,23,6
Cc1cc(SCC(=O)N2CCCC2=O)nc2c(C)cccc12,-1,·,·,10,2,1,-12,-0.2,5,·
O=C(Nc1ncccn1)C1CCCN1S(=O)(=O)c1ccc(Cl)c(Cl)c1 (stereo not drawn),-1,-15,7,22,0,1,0,-0.4,8,1
CSc1nc2nc3c(cc2c(=O)n1-c1ccccc1C)COC(C)(C)C3,1,-7,3,32,-2,2,-9,-0.3,28,1
Cc1ccsc1/C=N/NC(=O)c1cccnc1,-3,-25,-3,-20,0,-4,8,0.1,-7,-4
O=c1ccn(CCOc2ccc(Cl)cc2)c(=O)[nH]1,-2,-26,-2,15,-2,1,18,3.3,7,2
